NALP3 yeast inh = inhibitors of NALP3 inflammasome in yeast | AID 2825 | Yeast reconstituted NLRP3/ASC/caspase-1, beta-gal luminescence, 24 h | 330,000 tested, 0.39% active | inhibition, % at 10 µM;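 active means inhibition of 50% or more; inactive means inhibition below 50%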;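 further: plate controls were induced DMSO wells for no effect and uninduced yeast grown without galactose for full effect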
tim10-1 inh = growth inhibitors of tim10-1 mutant yeast | S. cerevisiae tim10-1 ts strain growth, BacTiter-Glo, 24 h | inhibition, % at 20 µM | 330,000 tested, 2.2% active | AID 463190;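 active means inhibition of at least 40%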;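 further: mutant grown at 25 °C; 0% = DMSO wells with yeast and 100% = wells holding no yeast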
NR3A LBD binder = modulators (binders) of human NR3A ligand-binding domain. NR3A LBD differential scanning fluorimetry, Tm shift; 0% = protein alone, 100% = glycine-bound protein. Tm shift relative to glycine control, % at 25 µM. 340,000 tested, 2.5% active;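 active means melting temperature shift of at least 10% of the positive control shift, at one fixed dose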
TIM10 inh = growth inhibitors of TIM10 yeast strain; S. cerevisiae TIM10 strain growth, BacTiter-Glo luminescence, 24 h; 330,000 tested, 1.4% active; inhibition, % at 10 µM;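 active means inhibition of 40% or more at the single tested concentration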;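 further: wild-type TIM10 isogenic control strain grown at permissive 25 °C; 0% = DMSO yeast wells and 100% = minimal medium wells without yeast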
APJ agonist = agonists of human APJ apelin receptor. P35414. activation, % at 20 µM. CHO-K1 APJ PathHunter beta-arrestin, luminescence; 0% DMSO wells, 100% apelin. 330,000 tested, 0.11% active;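 active means activation more than six SD over the plate average, tested at 20 µM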;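 further: 0% = DMSO alone and 100% = apelin-13 at 10 nM; some results filed as inactive read as strong as hits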
Target sequence (P35414 whole entry, looked up): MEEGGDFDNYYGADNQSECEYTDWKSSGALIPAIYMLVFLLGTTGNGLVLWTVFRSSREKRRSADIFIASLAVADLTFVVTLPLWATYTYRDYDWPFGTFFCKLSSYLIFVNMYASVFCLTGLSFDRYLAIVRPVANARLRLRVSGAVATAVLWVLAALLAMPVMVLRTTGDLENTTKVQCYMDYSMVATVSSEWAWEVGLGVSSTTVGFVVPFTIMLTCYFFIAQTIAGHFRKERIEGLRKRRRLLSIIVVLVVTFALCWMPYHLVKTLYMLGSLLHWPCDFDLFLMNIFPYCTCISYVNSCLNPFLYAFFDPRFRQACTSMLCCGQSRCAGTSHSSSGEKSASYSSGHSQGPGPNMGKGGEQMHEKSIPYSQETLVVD
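assay system = CHO-K1 APJ beta-arrestin complementation cell line | input = cell density 1000 per well | dosing = compound 20 µM once, DMSO 1% | timing = compound 90 min 25 °C, reagent 1 h | measured by = luminescence from split beta-galactosidase complementation, Galacton Star/Emerald II substrate | read-out basis = APJ agonist activity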
UPR XBP1 act = activators of adaptive arm of unfolded protein response (XBP1); CHO-XBP1 luciferase reporter, IRE1-XBP1 UPR activation, luminescence; percent of tunicamycin response, DMSO as zero; activation, % at 20 µM; 330,000 tested, 0.33% active;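 active means versus positive control, 20 µM dose yields 30% or more activation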;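 further: 100% = tunicamycin at 10 µg/mL and 0% = DMSO only wells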
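assay system = CHO-XBP1 luciferase reporter cells | amount = 1000 cells/well | buffer or medium = F12 plus 10% FBS | compound dosing = single point, 20 µM final compound, 1% DMSO | incubation = 16-18 h cell attachment at 37 °C, then 6 h compound exposure | detection = Steady-Glo luminescence read | controls = tunicamycin 10 µg/mL and vehicle-only wells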
tim23-1 inh = growth inhibitors of tim23-1 mutant yeast; AID 463212; 330,000 tested, 1.3% active; inhibition, % at 20 µM; S. cerevisiae tim23-1 growth, BacTiter-Glo luminescence, 24 h;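 active means growth inhibition of the mutant yeast at or above 50%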;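 further: temperature-sensitive mutant grown at 25 °C; plate controls were DMSO-treated mutant yeast for no effect and medium wells lacking yeast for full effect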
Mdm2 MdmX PPI = disrupts the human Mdm2-MdmX interaction | O15151+Q00987 | SaOS-2 split-luciferase Mdm2/MdmX complementation, luminescence | inhibition, % at 8 µM | 330,000 tested, 3% active | AID 485346;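 active means inhibition of at least 50% at 8 µM in the primary screen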
CHOP UPR activ = activators of apoptotic arm of unfolded protein response (CHOP); CHO-CHOP luciferase reporter, UPR activation, luminescence; percent of tunicamycin response over DMSO baseline; activation, % at 10 µM; 330,000 tested, 0.34% active;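 active means at 10 µM dose, activation of 40% or more, normalized to positive control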;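 further: 100% = tunicamycin at 10 µg/mL and 0% = DMSO alone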
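System: CHO-CHOP luciferase reporter cell line; amount: 500 cells/well; buffer or medium: F12 medium containing 10% fetal bovine serum; incubation: 6 h compound exposure at 37 °C after overnight seeding; measured by: luciferase luminescence after 10 min with Steady-Glo reagent; evaluation: % reporter activation, DMSO baseline versus tunicamycin full activation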
The depositor's hits bear a star.

SMILES	NALP3 yeast inh	tim10-1 inh	NR3A LBD binder	TIM10 inh	APJ agonist	UPR XBP1 act	tim23-1 inh	Mdm2 MdmX PPI	CHOP UPR activ
CCC1(c2ccccc2)NC(=O)N(CC(=O)Nc2cc(S(=O)(=O)N3CCCCCC3)ccc2OC)C1=O (stereo not drawn)	18	12	-5	13	7	-5	13	51*	4.5
CCOc1ccccc1NC(=O)COC(=O)CN1C(=O)NC(C)(C)C1=O	6	13	-1	6	-2	3	-2	-2	-0.3
CCn1c(=O)cc(SCC(=O)N2CCN(c3ccccc3F)CC2)c2ccccc21	21	30	-1	22	1	1	16	56*	-0.1
COc1ccc(-n2c(=O)[nH]c3cc(C(=O)NCCc4ccccc4)ccc3c2=O)cc1OC	6	17	-1	16	-2	-1	22	-10	-0.5
COc1ccc(C(C)=O)cc1CSc1nnc(Nc2c(C)cccc2C)s1	-1	21	-6	17	-2	-3	34	1	1.6
COc1ccc(CN2CCN(c3ccccc3OC)CC2)cc1OC	24	0	1	-6	-2	-5	2	-34	-1.9
CCOCCCNC(=O)Cn1cc2c(n1)CCCCC2	12	13	2	-3	-1	0	18	-29	1.4
Cc1sc2ncnc(N3CCC(C(=O)NNC(=O)c4ccc(F)cc4)CC3)c2c1C	12	14	-2	11	-2	-4	9	33	0.3
CC(C)(C)OC(=O)N1CCC(c2c(C(=O)N3CCN(C4CCCCC4)CC3)cnn2-c2ccc(F)cc2)CC1	-3	-3	-1	20	0	-2	2	-12	-1.2
CCOc1ccc(S(=O)(=O)NCCC(=O)OCC(=O)Nc2cc(C)on2)cc1	23	-10	-1	5	-4	-1	0	-12	-1.3
CN(/N=C/c1ccccc1Cl)c1ncc(Cl)cc1C(F)(F)F	11	14	-1	1	-1	-2	9	19	1.3
CCOc1ccc(NS(=O)(=O)c2ccc(C(=O)NCCCN3CCCC3=O)cc2)cc1	10	-8	0	5	-2	-2	5	19	2.7
Cc1nc(NCc2ccco2)c(C#N)c2c1COC(C)(C)C2	-3	15	4	2	-3	0	-2	11	0.1
Nc1nc(C2CCCCC2)cs1	-5	12	-3	-9	-6	-1	-10	20	13
O=C(CCOc1ccccc1)N1CCN(S(=O)(=O)c2ccccc2F)CC1	17	26	-1	1	-4	0	17	18	1.5
COc1ccc(OCC(=O)Nc2ccc(N3CCOCC3)c(Cl)c2)cc1	13	17	-35	11	1	-2	26	-13	-0.2
Cc1ccc(OCCC(=O)OCC(=O)NCCc2ccc(Cl)cc2)cc1	24	29	0	0	2	2	26	-19	0.1
COc1cc(-c2noc(C)c2C#CCO)cc(OC)c1OC	-5	14	-1	11	-1	-1	21	28	-1.2
COc1ccccc1OCC(=O)NNC(=O)c1ccc2c(=O)n3c(nc2c1)CCC3	16	-4	4	1	-2	-7	2	-3	-0.5
CN(C)c1ccc(/C=N/N(Cc2ccccc2)c2ccccc2)cc1	0	2	-1	3	2	-2	5	3	4.6
Cc1ccc(NC(=O)CN2CCC(C(=O)c3ccc4c(c3)OCCO4)CC2)cc1	8	21	4	4	1	0	33	16	-0.4
Cc1ccc(SCCC(=O)N2CCN(S(=O)(=O)c3ccccc3)CC2)cc1	11	20	-5	16	-3	-4	48	-2	0.1
COc1ccc(Br)c(C(=O)N2CCN(S(=O)(=O)/C=C/c3ccccc3)CC2)c1	-2	28	-2	29	-3	-1	27	-23	1.0
Cc1ccc2cc(CN(CC3CCCO3)C(=S)NCc3ccco3)c(=O)[nH]c2c1 (stereo not drawn)	4	21	2	15	0	-2	14	-7	-0.9
O=C(CCCN1C(=O)c2cccnc2C1=O)Nc1ccc(Br)cc1	12	3	1	-5	-1	-3	4	0	-0.6

4 compounds drawn at random from those above:
SMILES	NALP3 yeast inh	tim10-1 inh	NR3A LBD binder	TIM10 inh	APJ agonist	UPR XBP1 act	tim23-1 inh	Mdm2 MdmX PPI	CHOP UPR activ
Nc1nc(C2CCCCC2)cs1	-5	12	-3	-9	-6	-1	-10	20	13
Cc1ccc(SCCC(=O)N2CCN(S(=O)(=O)c3ccccc3)CC2)cc1	11	20	-5	16	-3	-4	48	-2	0.1
CCOCCCNC(=O)Cn1cc2c(n1)CCCCC2	12	13	2	-3	-1	0	18	-29	1.4
Cc1ccc2cc(CN(CC3CCCO3)C(=S)NCc3ccco3)c(=O)[nH]c2c1 (stereo not drawn)	4	21	2	15	0	-2	14	-7	-0.9

(further entries)
SMILES	NALP3 yeast inh	tim10-1 inh	NR3A LBD binder	TIM10 inh	APJ agonist	UPR XBP1 act	tim23-1 inh	Mdm2 MdmX PPI	CHOP UPR activ
O=C(Cc1ccccc1[N+](=O)[O-])Nc1cccc(S(=O)(=O)NC2=NCCCCC2)c1	11	11	-1	-7	0	-1	10	25	0.4
O=c1ccnc(SCCc2ccc([N+](=O)[O-])cc2)[nH]1	13	16	1	-13	2	-1	9	-18	0.2
COc1ccc(N2CCN(C(=O)COC(=O)c3cccc(OC)c3O)CC2)cc1	8	13	-2	-5	1	-3	16	2	1.2
Cc1ccc(NC(=O)C(=O)NN=C2CCCC2)cc1C	-12	19	0	9	-2	-2	15	-18	3.3
CCC1=C2CC[C@H]3C(=O)N(CC)C(=O)[C@H]3[C@H]2[C@@]2(Cc3ccccc3)C(=NCc3ccccc3)OC(=O)N2C1=O	0	16	-2	7	-7	-2	11	26	1.8
CN(C)S(=O)(=O)c1ccc(C(=O)NCC(C)(C)CN=C2NS(=O)(=O)c3ccccc32)cc1	2	-16	1	1	-1	-5	-4	27	-1.2
COc1cc(C(=O)NCCC2=CCCCC2)ccc1OCc1c(C)noc1C	7	-4	0	-14	-4	0	-1	21	-0.7
Cc1cc(C)c(C)c(/C=C(/C#N)C(N)=S)c1C	31	26	1	34	-8	-2	19	-12	0.7
CCOC(=O)[C@H]1[C@H]2COc3ccc(Br)cc3[C@@H]2N2C(=O)N(c3ccccc3)C(=O)[C@@]12C	2	24	-11	24	-1	-1	50*	-19	0.9
COCCN1C(=O)C(=O)/C(=C(/O)c2ccc(S(=O)(=O)N3CCOCC3)cc2)C1c1ccc(O)cc1 (stereo not drawn)	4	5	1	0	-2	-1	6	2	0.7
N#C/C(=N\Nc1ccccc1)C(N)=S	23	16	1	19	-6	4	23	37	1.8
Cc1cccc(NC(=O)CSCC(=O)Nc2cc(Cl)ccc2N2CCN(C)CC2)c1	14	-17	2	-4	1	-4	-9	38	0.1
Cc1cc(S(=O)(=O)N2CCC3(CC2)OCCO3)c(C)cc1Cl	15	15	2	11	-4	-4	12	18	-0.8
COc1ccccc1NC(=O)c1ccc(NC(=O)CN2C(=O)CN(C)C2=O)cc1	3	21	1	-5	-6	-1	5	16	-1.2
CC(=O)NNC(=O)c1cc2c3ccccc3n(C)c2s1	22	1	-1	16	0	0	11	-25	-0.3
O=C(COC(=O)/C=C/c1cccc(Cl)c1)Nc1ccc2[nH]c(=O)[nH]c2c1	14	1	-4	-4	5	-2	4	2	1.5
Cc1ccc(OCCCn2c(=O)sc3ccccc32)cc1	22	26	5	-6	-6	0	24	12	1.6
CC(C)[C@H](NC(=O)c1ccco1)C(=O)NC12CC3CC(CC(C3)C1)C2	31	22	1	2	-3	3	24	-4	-2.3
O=C(NCc1ccccc1)C(=O)NCC1OCCN1S(=O)(=O)c1ccc([N+](=O)[O-])cc1 (stereo not drawn)	20	15	-1	1	6	-1	4	-19	0.6
CCc1cccc(CC)c1NC(=O)C(CC)Sc1nc2ccncc2[nH]1 (stereo not drawn)	-5	7	2	0	-2	3	26	7	0.6
CC(=O)NC1(c2ccccc2)CCN(Cc2nnnn2C(C)(C)C)CC1	-3	8	1	-3	-5	-1	-1	6	-0.4
CC(=O)Nc1ccc(S(=O)(=O)NNc2cccc(C)c2)cc1	10	10	3	-6	-9	-5	17	30	0.8
COc1ccc(C(=O)NCC(C)(C)SCc2c(C)cc(C)cc2C)cc1	16	22	-11	0	-2	-3	22	19	-2.1
CCN1CCN(Cc2c(C)[nH]c3ccc(OC)cc3c2=O)CC1	11	-5	0	-8	-3	-7	-1	1	-4.1
COC(=O)c1cccc(NC(=O)CSc2nnc(COc3ccc(C#N)cc3)n2-c2ccccc2)c1	9	21	-4	-3	-2	1	1	26	-0.4
(listing goes on)
SMILES	NALP3 yeast inh	tim10-1 inh	NR3A LBD binder	TIM10 inh	APJ agonist	UPR XBP1 act	tim23-1 inh	Mdm2 MdmX PPI	CHOP UPR activ
CCC[C@H]1CCCC/C=C\CCCC(=O)OCCN1C(=O)OC(C)(C)C	-3	7	3	6	-3	0	10	4	-0.3
Fc1ccc(Nc2ccc3ccccc3n2)c(F)c1	9	21	-25	27	-2	-4	33	-310	1.1
Cn1c(C(=O)NCCCN2CCOCC2)cc2c(=O)n(C)c3ccccc3c21	-2	-18	-1	1	-4	3	-3	0	0.3
COc1ccc2c(c1)[nH]c1c(=O)n(Cc3ccco3)cnc12	14	-2	-1	4	-2	-1	0	14	-1.9
CCOC(=O)c1sc(NC(C)=O)c(C(=O)OCC)c1C	20	-3	-1	-4	10	1	-9	39	-0.8
COCCN(C(=O)CCc1ccc(OC)cc1)c1nnc(-c2ccncc2)s1	2	1	0	22	-1	-3	-12	11	-1.2
COC(OC)c1ccnc(-c2ccc(OC(C)=O)cc2)n1	25	6	0	-4	2	0	13	13	-0.2
O=C(Cc1csc(NC(=O)c2ccccc2)n1)NO	-7	6	-2	11	0	2	14	19	0.0
C=CCn1nnnc1-c1cc(Cl)cc(Cl)c1	-17	4	-4	11	-4	5	7	-14	-2.1
O=C(Nc1ccncc1)C1CCN(S(=O)(=O)c2ccc(Cl)cc2)CC1	6	0	0	0	-2	-2	2	21	1.2
CCC/C=N/Nc1nnc(Cc2ccc(OC)c(OC)c2)c(=O)[nH]1	11	10	1	8	-2	6	3	9	0.0
O=C(CN1C(=O)NC2(CCCC2)C1=O)Nc1ccc(Cl)cc1C(F)(F)F	8	-5	-2	-5	-2	-7	2	6	-1.7
CSc1nc(N2CCOCC2)c2sccc2n1	16	13	-3	8	-3	11	13	37	-0.3
COc1ccc(CN(C)C(=O)C23CC4CC(CC(C4)C2)C3)c(OC)c1	17	35	-1	14	2	2	28	24	1.2
Cc1cccc(OCC(=O)N/N=C/CC(C)c2ccccc2)c1C (stereo not drawn)	-16	23	-6	2	-2	0	6	8	2.5
Cc1ccc(C)c(NC(=O)CCN2CC(C)OC(C)C2)c1 (stereo not drawn)	6	-2	0	-14	-2	9	7	-1	-0.5
O=[N+]([O-])c1ccc(N2CCN(S(=O)(=O)c3ccccc3[N+](=O)[O-])CC2)cc1N1CCc2ccccc2C1	2	-21	3	0	-1	-1	1	9	1.9
CCN1CCCC1CNC(=O)CSc1cc(=O)n(CC)c2ccccc12 (stereo not drawn)	17	4	-2	3	-2	2	3	16	1.0
Nc1ccc(N2CCOCC2)c(S(=O)(=O)Nc2ccccc2Cl)c1	-5	5	-2	12	-1	0	16	-24	-0.5

Results in TIM10 inh and UPR XBP1 act (2 entries from above):
SMILES	TIM10 inh	UPR XBP1 act
CSc1nc(N2CCOCC2)c2sccc2n1	8	11
Fc1ccc(Nc2ccc3ccccc3n2)c(F)c1	27	-4

Rows were taken by chance, and some 8.2% of all compounds hit somewhere here.
